Assay outcomes: PubChem, several laboratories
CHRM5 PAM – human M5 muscarinic receptor positive allosteric modulators, primary screen, CHO-K1 cells, Fluo-8 calcium fluorescence. Muscarinic acetylcholine receptor M5 (Homo sapiens), P08912. CHO-K1 hM5, ACh EC20 PAM; 0% = ACh EC20, 100% = ACh EC100. activation, % at 3 µM. 0.3% of 360,000 active;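 active = activation above the run cutoff, the mean activation of all test compounds plus 3 SD, cut at about 18% in these data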
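System – CHO-K1 hM5 cells · Compound – 3 µM, single dose · Incubation – compound preincubation 140 s before EC20 acetylcholine addition · Technique – Fluo-8 calcium fluorescence · Measure – Max/basal fluorescence ratio as % of EC20–EC100 ACh window · Benchmarks – low control EC20 acetylcholine (0%), high control EC100 acetylcholine (100%) · Replication – singlicate, one well per test compound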
CHRM5 antagonist – human M5 muscarinic receptor antagonists, primary screen, CHO cells, Fluo-8 calcium fluorescence. Muscarinic acetylcholine receptor M5 (Homo sapiens), P08912. CHO-hM5 cells, ACh EC80. inhibition, % at 3 µM. 0.59% of 360,000 active. AID 624040, 2012;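 active = inhibition above a per-plate cutoff, the mean of that plate's test compounds plus 3 SD, cut at about 27% in these data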;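 note: 0% = acetylcholine EC80 with DMSO and 100% = DMSO without agonist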
M1 PAM parental – nonselective calcium activators in parental CHO-K1 cells, primary screen, counter-screen for M1 PAM project, cell-based, Fluo-8 calcium fluorescence, full deck, 1536-well; ATP EC20; 0% at ATP EC20, 100% at ATP max; AID 602247, 2012; 0.02% of 360,000 active; activation, % at 3 µM;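 active = activation above the run cutoff, the mean activation of all test compounds plus 3 SD, cut at about 40% in these data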;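 note: peak over basal fluorescence ratio in a 140 s read after ATP addition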
CHRM5 agonist – human M5 muscarinic receptor agonists, primary screen, CHO-K1 cells, Fluo-8 calcium fluorescence | CHO-K1 hM5 cells; 0% DMSO wells, 100% maximal acetylcholine response | activation, % at 3 µM | 0.19% of 360,000 active;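 active = activation above the run's mean over test compounds plus 3 SD, cut at about 23% in these data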;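 note: signal is peak over basal fluorescence ratio across the kinetic read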
TAAR1 antag – human TAAR1 antagonists, primary screen, Fluo-8 calcium fluorescence, CHO RD-HGA16 cells; antagonist; 1.5% of 360,000 active; Trace amine-associated receptor 1 (Homo sapiens), Q96RJ0; inhibition, % at 3 µM;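 active = inhibition above a per-plate cutoff, the mean inhibition of test compounds on that plate plus 3 SD, cut at about 49% in these data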;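 note: 0% = DMSO plus EC80 beta-PEA response and 100% = DMSO alone without agonist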
Target sequence (Q96RJ0 whole entry, looked up): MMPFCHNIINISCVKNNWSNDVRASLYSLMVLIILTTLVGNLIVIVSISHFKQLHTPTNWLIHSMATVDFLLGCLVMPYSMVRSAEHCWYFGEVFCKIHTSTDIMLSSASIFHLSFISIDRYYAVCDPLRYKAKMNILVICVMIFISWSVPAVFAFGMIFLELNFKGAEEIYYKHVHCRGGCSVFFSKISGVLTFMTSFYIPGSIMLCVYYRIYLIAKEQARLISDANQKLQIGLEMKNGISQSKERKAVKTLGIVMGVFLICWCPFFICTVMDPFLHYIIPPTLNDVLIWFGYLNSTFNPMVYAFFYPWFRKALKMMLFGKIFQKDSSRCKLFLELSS
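Material: CHO RD-HGA16 cells bearing hTAAR1; compound dosing: one-point dosing, 3 µM nominal final; schedule: dye loading 75 min at 37 °C, then 30 min room temperature; measured by: calcium fluorescence with Fluo-8; control set: vehicle and agonist controls; replication: n of 1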
CRFR2-BP antag – antagonists of CRF-BP/CRF-R2 complex, primary screen, cell-based, HEK293, calcium dye fluorescence, uHTS; 0.59% of 350,000 active; CRF-induced calcium fluorescence; AID 588475, 2011; inhibition, % at 11.8 µM;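 active = inhibition of the ligand-induced calcium signal above about 50% at the single tested concentration, limit read from the data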
CRFR2-BP ag – agonists of CRF-BP/CRF-R2 complex, primary screen, cell-based, HEK293, calcium dye fluorescence, uHTS; CRF-binding protein / CRF receptor 2 complex (human); calcium dye fluorescence (FLIPR); percent of saturating CRF peptide response; activation, % at 13.2 µM; 0.46% of 350,000 active; AID 588473, 2011;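 active = activation of at least 50%, plus an integration ratio under a set limit after plate pattern correction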;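 note: plate controls were neutral control wells without compound for no effect and CRF at EC100 for full effect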
M4 PAM – human M4 muscarinic receptor positive allosteric modulators, primary screen, CHO-K1 cells, Fluo-8 calcium fluorescence; activation, % at 3 µM; 0.4% of 360,000 active; CHO-K1 hM4/Gqi5, ACh EC20; 0% = ACh EC20, 100% = maximal ACh; AID 624126, 2012; Muscarinic acetylcholine receptor M4 (Homo sapiens), P08173;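 active = activation above its plate's cutoff, the mean activation of sample wells plus 3 SD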; note: some results filed as inactive read as strong as hits
Target sequence (P08173 whole entry, looked up): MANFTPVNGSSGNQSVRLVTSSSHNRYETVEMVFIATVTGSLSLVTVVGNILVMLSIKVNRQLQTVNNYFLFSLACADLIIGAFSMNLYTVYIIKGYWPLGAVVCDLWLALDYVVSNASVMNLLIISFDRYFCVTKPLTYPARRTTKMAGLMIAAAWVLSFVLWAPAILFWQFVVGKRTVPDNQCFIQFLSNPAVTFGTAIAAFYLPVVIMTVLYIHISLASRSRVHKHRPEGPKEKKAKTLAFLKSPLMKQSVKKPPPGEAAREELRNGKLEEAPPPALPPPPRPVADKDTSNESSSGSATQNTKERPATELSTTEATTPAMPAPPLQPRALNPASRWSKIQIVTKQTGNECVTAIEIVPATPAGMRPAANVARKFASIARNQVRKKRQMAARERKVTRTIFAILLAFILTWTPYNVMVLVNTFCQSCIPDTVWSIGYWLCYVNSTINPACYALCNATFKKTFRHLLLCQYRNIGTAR
TAAR1 ag – human TAAR1 agonists, primary screen, Fluo-8 calcium fluorescence, CHO RD-HGA16 cells. 0.99% of 360,000 active. Trace amine-associated receptor 1 (Homo sapiens), Q96RJ0. vehicle wells 0%, saturating PEA agonist 100%. activation, % at 3 µM. AID 624467, 2012;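 active = activation above the mean activation of all test compounds in the run plus 3 SD, cut at about 38% in these data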
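test system = CHO RD-HGA16 cells carrying human TAAR1 plus Gα16 | schedule = 17-24 h seeding, 75 min 37 °C dye, 30 min RT | compound dosing = 3 µM single concentration | control set = DMSO and PEA EC100 | replicates = n 1 | signal = Fluo-8 fluorescence, 5 s baseline then 140 s kinetic read | measure = percent activation vs PEA EC100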
Numbers without * were called inactive. An unsorted share of the library (roughly 4.2% active in at least one column).

Screening O=C1C2C3C=CC(CC3)C2C(=O)N1c1cccc(C(F)(F)F)c1 (stereo not drawn) returned CHRM5 PAM -4, CHRM5 antagonist 2, M1 PAM parental -22, CHRM5 agonist -4, TAAR1 antag -8, CRFR2-BP antag 0, CRFR2-BP ag -1.3, M4 PAM -1 and TAAR1 ag 9.
For Cc1cc(C)n2ncc(C(=O)Nc3ccc(Cl)c(Cl)c3)c2n1 the results were CHRM5 PAM 0, CHRM5 antagonist 7, M1 PAM parental 14, CHRM5 agonist -4, TAAR1 antag 13, CRFR2-BP antag 1, CRFR2-BP ag 1.1, M4 PAM -3 and TAAR1 ag 1.
`C=CCn1cc(/C=C2\SC(N3CCOCC3)=NC2=O)c2ccccc21` gave CHRM5 PAM 10, CHRM5 antagonist -7, M1 PAM parental 11, CHRM5 agonist 3, TAAR1 antag -16, CRFR2-BP antag 0, CRFR2-BP ag -0.4, M4 PAM -8 and TAAR1 ag -1.
For O=C(NC12CC3CC(CC(C3)C1)C2)c1ccccc1O the results were CHRM5 PAM 14, CHRM5 antagonist -4, M1 PAM parental 30, CHRM5 agonist -2, TAAR1 antag 14, CRFR2-BP antag -35, CRFR2-BP ag -0.9, M4 PAM -9 and TAAR1 ag 8.
Screening CCCCCCN=C(C)C1=C(O)C(C(=O)OC)C(C)(C)CC1=O (stereo not drawn) returned CHRM5 PAM 2, CHRM5 antagonist -3, M1 PAM parental 4, CHRM5 agonist -1, TAAR1 antag 3, CRFR2-BP antag -19, CRFR2-BP ag 0.9, M4 PAM 12 and TAAR1 ag 18.
`Cc1ccc(OC(=O)Cn2c(C(F)(F)F)nc3ccccc32)cc1` gave CHRM5 PAM -2, CHRM5 antagonist 0, M1 PAM parental -5, CHRM5 agonist -5, TAAR1 antag -18, CRFR2-BP antag 8, CRFR2-BP ag -0.9, M4 PAM 4 and TAAR1 ag 7.
COc1ccc(S(=O)(=O)N2CCCN(CC(=O)Nc3ccc(NC(C)=O)cc3)CC2)cc1 was read as CHRM5 PAM 1, CHRM5 antagonist 9, M1 PAM parental -9, CHRM5 agonist -4, TAAR1 antag -4, CRFR2-BP antag -2, CRFR2-BP ag -0.7, M4 PAM -6 and TAAR1 ag 1.
`Cc1ccc2oc(=O)c3cc(C(=O)NCCCN4CCc5ccccc5C4)sc3c2c1` gave CHRM5 PAM -1, CHRM5 antagonist -2, M1 PAM parental 18, CHRM5 agonist -4, TAAR1 antag -6, CRFR2-BP antag -14, CRFR2-BP ag 0.7, M4 PAM -10 and TAAR1 ag 2.
For CCC1C(C#N)=C(SC)NC2=C1C(=O)CC(C)(C)C2 (stereo not drawn) the results were CHRM5 PAM -1, CHRM5 antagonist 0, M1 PAM parental -6, CHRM5 agonist -2, TAAR1 antag 1, CRFR2-BP antag 14, CRFR2-BP ag -0.7, M4 PAM -1 and TAAR1 ag 12.
For COc1ccc(Br)cc1/C=C/C(=O)NCC(=O)O the results were CHRM5 PAM 9, CHRM5 antagonist 5, M1 PAM parental 7, CHRM5 agonist 4, TAAR1 antag 1, CRFR2-BP antag 8, CRFR2-BP ag 6.2, M4 PAM -9 and TAAR1 ag 4.

5 entries already listed, sorted by length of the SMILES, rising:
For COc1ccc(Br)cc1/C=C/C(=O)NCC(=O)O the results were CHRM5 PAM 9, CHRM5 antagonist 5, M1 PAM parental 7, CHRM5 agonist 4, TAAR1 antag 1, CRFR2-BP antag 8, CRFR2-BP ag 6.2, M4 PAM -9 and TAAR1 ag 4.
For O=C(NC12CC3CC(CC(C3)C1)C2)c1ccccc1O the results were CHRM5 PAM 14, CHRM5 antagonist -4, M1 PAM parental 30, CHRM5 agonist -2, TAAR1 antag 14, CRFR2-BP antag -35, CRFR2-BP ag -0.9, M4 PAM -9 and TAAR1 ag 8.
Screening CCCCCCN=C(C)C1=C(O)C(C(=O)OC)C(C)(C)CC1=O (stereo not drawn) returned CHRM5 PAM 2, CHRM5 antagonist -3, M1 PAM parental 4, CHRM5 agonist -1, TAAR1 antag 3, CRFR2-BP antag -19, CRFR2-BP ag 0.9, M4 PAM 12 and TAAR1 ag 18.
`C=CCn1cc(/C=C2\SC(N3CCOCC3)=NC2=O)c2ccccc21` gave CHRM5 PAM 10, CHRM5 antagonist -7, M1 PAM parental 11, CHRM5 agonist 3, TAAR1 antag -16, CRFR2-BP antag 0, CRFR2-BP ag -0.4, M4 PAM -8 and TAAR1 ag -1.
`Cc1ccc2oc(=O)c3cc(C(=O)NCCCN4CCc5ccccc5C4)sc3c2c1` gave CHRM5 PAM -1, CHRM5 antagonist -2, M1 PAM parental 18, CHRM5 agonist -4, TAAR1 antag -6, CRFR2-BP antag -14, CRFR2-BP ag 0.7, M4 PAM -10 and TAAR1 ag 2.

(next part)
Screening CCN1C(=O)C(CC(=O)N2CCN(C(c3ccccc3)c3ccccc3)CC2)N(CC)C1=O (stereo not drawn) returned CHRM5 PAM 0, CHRM5 antagonist -3, M1 PAM parental 1, CHRM5 agonist -11, TAAR1 antag 18, CRFR2-BP antag -7, CRFR2-BP ag -1.0, M4 PAM -7 and TAAR1 ag -1.
`C#CCOCCOCCOCCNc1nc(N2CCN(C(=O)[C@H](CC(N)=O)n3cc([C@@H](N)C(C)C)nn3)CC2)nc(N2CCN(C(=O)[C@H](CC(N)=O)n3cc([C@@H](N)C(C)C)nn3)CC2)n1` gave CHRM5 PAM -6, CHRM5 antagonist 2, M1 PAM parental 8, CHRM5 agonist 5, TAAR1 antag 13, CRFR2-BP antag 2, CRFR2-BP ag -2.4, M4 PAM -1 and TAAR1 ag 14.
CCC(=O)NCC(c1ccco1)N1CCN(c2ccc(OC)cc2)CC1 (stereo not drawn) was read as CHRM5 PAM 0, CHRM5 antagonist 6, M1 PAM parental 7, CHRM5 agonist -1, TAAR1 antag -12, CRFR2-BP antag -2, CRFR2-BP ag 2.5, M4 PAM 6 and TAAR1 ag 6.
For Cc1c(C)c(C)c(C(=O)CCc2cccc(NC(=O)CCC(=O)O)c2)c(C)c1C the results were CHRM5 PAM 0, CHRM5 antagonist 9, M1 PAM parental 9, CHRM5 agonist -2, TAAR1 antag -12, CRFR2-BP antag 5, CRFR2-BP ag -0.1, M4 PAM 7 and TAAR1 ag 6.
Screening CC(=O)NC1C(Oc2cccc(C)c2)OC2COC(c3ccco3)OC2C1O (stereo not drawn) returned CHRM5 PAM 4, CHRM5 antagonist 3, M1 PAM parental 5, CHRM5 agonist -3, TAAR1 antag 8, CRFR2-BP antag 8, CRFR2-BP ag 0.1, M4 PAM -5 and TAAR1 ag 0.
`O=C(CCc1nnc(-c2ccccc2)o1)c1ccc(Cl)cc1` gave CHRM5 PAM 8, CHRM5 antagonist 6, M1 PAM parental 26, CHRM5 agonist 0, TAAR1 antag 15, CRFR2-BP antag 34, CRFR2-BP ag -1.5, M4 PAM 33* and TAAR1 ag 35.
Screening CCOC(=O)N1CCC(NC(=O)CCN2C(=O)C3C4C=CC(C4)C3C2=O)CC1 (stereo not drawn) returned CHRM5 PAM 8, CHRM5 antagonist -11, M1 PAM parental 13, CHRM5 agonist -2, TAAR1 antag -17, CRFR2-BP antag 8, CRFR2-BP ag 3.9, M4 PAM 10 and TAAR1 ag 3.
For Cc1ccc(NC(=O)CSCc2cc(=O)n3nc(C4CC4)sc3n2)cc1 the results were CHRM5 PAM 6, CHRM5 antagonist -8, M1 PAM parental 18, CHRM5 agonist -2, TAAR1 antag -21, CRFR2-BP antag 8, CRFR2-BP ag 0.0, M4 PAM -2 and TAAR1 ag 2.
Screening COc1ccccc1-n1nnnc1SCC(=O)NCC1(N2CCOCC2)CCCCC1 returned CHRM5 PAM -8, CHRM5 antagonist -4, M1 PAM parental 6, CHRM5 agonist -2, TAAR1 antag 19, CRFR2-BP antag 1, CRFR2-BP ag 0.1, M4 PAM -2 and TAAR1 ag 7.
For Cn1nnnc1SCC(=O)N1CCN(Cc2ccccc2)CC1 the results were CHRM5 PAM 1, CHRM5 antagonist -5, M1 PAM parental 15, CHRM5 agonist 0, TAAR1 antag -2, CRFR2-BP antag 49, CRFR2-BP ag -2.6, M4 PAM -5 and TAAR1 ag 12.
CCCCn1c(N)c(N(CCC(C)C)C(=O)C2CC(=O)N(Cc3ccc(C)cc3)C2)c(=O)[nH]c1=O (stereo not drawn) was read as CHRM5 PAM 3, CHRM5 antagonist 3, M1 PAM parental 10, CHRM5 agonist 1, TAAR1 antag -22, CRFR2-BP antag -2, CRFR2-BP ag 1.2, M4 PAM 28* and TAAR1 ag 3.
